# H9c2 protect = myocardial damage modulation in H9c2 cells. H9c2 cardiomyocytes, H2O2 injury protection, ATPLite, 2 h. protection from H2O2 cell death, % at 20 µM. actives 0.63% (n = 360,000);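 active = compounds giving at least 50% protection of heart cells from peroxide-induced death in the single-dose screen, raw or plate-pattern-corrected value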;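 also: 0% = DMSO wells with peroxide and 100% = DMSO wells without peroxide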
# ABCB6 inh MLPCN = inhibitors of human ABC transporter ABCB6 | Q9NP58 | actives 0.19% (n = 360,000) | AID 602162 | fluorescence ratio to DMSO, % at 10 µM | K562-ABCB6 porphyrin accumulation, flow cytometry, 1 h; stronger effect = lower value;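 active = fluorescence ratio to DMSO below 75%, the collection mean minus 3 SD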;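 also: signal is porphyrin accumulated inside mitochondria; 100% equals median channel fluorescence of DMSO control wells; lower ratio means ABCB6 inhibition with less porphyrin fluorescence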
# NCOA2 inhibitor = human SRC2 (NCOA2) inhibition; actives 0.17% (n = 370,000); HEK293 GAL4-SRC2 luciferase reporter, luminescence; inhibition, % at 9 µM; Q15596;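 active = inhibition above the mean inhibition of all tested compounds plus 3 SD, set per campaign, cut at about 52% in these data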;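 also: 0% = DMSO treated cells and 100% = cells given Gossypol at 36 µM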
# TLR9-MyD88 block = TLR9-MyD88 interaction inhibition. AID 504734. inhibition, % at 4.98 µM. Q9NR96+Q99836. actives 0.21% (n = 340,000). CHO BLA complementation TLR9-MyD88, CCF4 FRET ratio;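 active = inhibition above the mean over all tested compounds plus 3 SD, cut at about 21% in these data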;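 also: 0% = DMSO only wells and 100% = clavulanate BLA inhibitor control wells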
# HTR2A ag = mouse HTR2A agonism via beta-arrestin recruitment; CHO-K1 mHTR2A beta-arrestin complementation, luminescence; percent of 30 µM serotonin response; P35363; actives 0.66% (n = 360,000); activation, % at 7.6 µM;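 active = activation above a run cutoff, the mean activation of all tested compounds plus 3 SD, cut at about 14% in these data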;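 also: 0% = plate median of compound wells and 100% = 30 µM serotonin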
# Target sequence (P35363 whole entry, looked up): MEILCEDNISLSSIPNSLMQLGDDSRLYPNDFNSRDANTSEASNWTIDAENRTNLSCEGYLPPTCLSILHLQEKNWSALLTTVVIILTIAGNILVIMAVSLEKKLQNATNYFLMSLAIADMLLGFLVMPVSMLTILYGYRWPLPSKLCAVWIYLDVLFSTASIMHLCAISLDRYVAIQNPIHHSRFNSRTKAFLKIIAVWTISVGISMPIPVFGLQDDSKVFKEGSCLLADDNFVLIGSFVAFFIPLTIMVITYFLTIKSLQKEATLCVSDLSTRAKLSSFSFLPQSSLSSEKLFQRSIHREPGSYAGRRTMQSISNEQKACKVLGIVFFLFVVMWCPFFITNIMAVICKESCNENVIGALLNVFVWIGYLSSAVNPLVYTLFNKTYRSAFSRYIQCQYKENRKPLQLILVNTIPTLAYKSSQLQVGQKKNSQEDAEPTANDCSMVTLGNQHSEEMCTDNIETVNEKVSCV
# MC4R antag cAMP = blocks human MC4R cAMP signaling. MC4R-expressing cells, MTII-stimulated cAMP, LANCE TR-FRET. inhibition, % at 6.5 µM. actives 0.48% (n = 360,000);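 active = inhibition above its plate's cutoff, the mean of tested wells on that plate plus 3 SD, cut at about 29% in these data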;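 also: 0% = Melanotan II alone and 100% = Melanotan II plus saturating MCL0020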
# Target sequence (P32245 whole entry, looked up): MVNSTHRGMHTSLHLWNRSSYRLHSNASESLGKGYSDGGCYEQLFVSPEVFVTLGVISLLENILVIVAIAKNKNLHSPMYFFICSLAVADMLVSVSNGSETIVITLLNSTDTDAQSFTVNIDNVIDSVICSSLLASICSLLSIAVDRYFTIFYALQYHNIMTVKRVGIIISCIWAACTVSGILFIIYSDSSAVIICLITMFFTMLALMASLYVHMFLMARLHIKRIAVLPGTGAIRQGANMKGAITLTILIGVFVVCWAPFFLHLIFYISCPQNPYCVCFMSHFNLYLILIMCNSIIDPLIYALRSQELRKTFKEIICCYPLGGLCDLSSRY
#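 system = U2OS cells with stable human MC4R expression | also added = Melanotan II challenge after compound preincubation | dosing = one concentration, 6.5 µM nominal | incubation = compound 30 min, challenge 1 h, detection 1 h | measured by = TR-FRET with Eu-cAMP and labeled anti-cAMP, 671 nm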
# MC4R barr agon = activates human MC4R beta-arrestin recruitment. P32245. U2OS MC4R beta-arrestin complementation, luminescence; percent of melanotan II response, DMSO zero. activation, % at 8.9 µM. actives 0.98% (n = 360,000). AID 540308;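 active = activation above a per-plate cutoff, the mean activation of sample wells on that plate plus 3 SD, cut at about 8% in these data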
# NOD2-RIPK2 inh = NOD2-RIPK2 protein interaction inhibition. O43353. CHO BLA complementation NOD2-RIPK2, CCF4 ratio. inhibition, % at 4.98 µM. actives 0.38% (n = 360,000); in the data active = inhibition above about 21%;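 also: 0% = vehicle only and 100% = reference blocker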
# N-glyco inh = blocks N-linked glycosylation in D54 reporter cells. D54 ERlucT glycosylation luciferase reporter, 24 h; percent of 100 nM tunicamycin response. actives 0.23% (n = 360,000). reporter increase, % at 12.5 µM;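 active = mean luciferase reporter signal, scaled so untreated is 0 and the glycosylation-blocking control 100, at or above a set limit in every replicate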;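 also: luciferase carries N-glycosylation sites so blocking glycosylation raises the light; 0% = median of neutral control wells and 100% = median of 100 nM tunicamycin wells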
# ABHD5 PLIN5 PPI = ABHD5-PLIN5 protein interaction inhibition; Split G. princeps luciferase complementation, luminescence, 4 h; inhibition, % at 4 µM; actives 0.78% (n = 360,000); AID 602281;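 active = inhibition above the mean inhibition across every tested compound plus 3 SD, cut at about 22% in these data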;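 also: 0% = DMSO only wells and the 100% control is not disclosed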
# * hit, by the source's call; . = not tested or not shown; & = joins results of further samples. Some of the compounds tested; count on the stated rates, not on these rows.
SMILES,H9c2 protect,ABCB6 inh MLPCN,NCOA2 inhibitor,TLR9-MyD88 block,HTR2A ag,MC4R antag cAMP,MC4R barr agon,NOD2-RIPK2 inh,N-glyco inh,ABHD5 PLIN5 PPI
CC1CN(C(=O)c2cc3ccccc3cc2O)CC(C)O1 (configuration not stated),-1,104,9,-3,-5,9,-2.1,-3,0,4
CN(Cc1ccccc1)C(=O)CCS(=O)(=O)c1ccc2c(c1)n(C)c(=O)c(=O)n2C,1,102,-46,5,-3,-3,2.1,-51,-1,5
Cn1cnnc1SCc1ccc(-c2ccc(Br)cc2)o1,-21,116,-15,3,-2,0,-2.0,3,-2,4
COC(=O)C(NC(C)=O)(Nc1nc2ccc(S(C)(=O)=O)cc2s1)C(F)(F)F (configuration not stated),13,98,10,3,-1,-2,-1.7,-4,2,4
CCN(CC)CCN(C(=O)c1ccc2c(c1)CCCC2)c1nc2c(C)cccc2s1,-11,103,0,4,-4,15,-4.3,-2,-3,1
CCOc1ccc(C(=O)CCC(=O)NN2CCCCC2)cc1,-9,98,-8,-1,0,3,-0.6,5,0,-9
Cc1cc2nc(C(F)(F)F)[nH]c(=O)n2n1,0,102,-7,-3,-1,2,-2.4,1,2,4
CCc1cc(=O)oc2cc(C)cc(OCC(=O)NCc3cccnc3)c12,8,101,26,-15,1,2,-3.7,-2,3,-7
CC(C)(C)c1cccc(/C=N/O)c1O,-6,96,10,-3,0,3,2.1,4,.,-9
C/C=C/c1cnc2c(c1)C(=O)N([C@@H](C)CO)C[C@H](C)[C@@H](CN(C)S(=O)(=O)c1ccc(C)cc1)O2,-5,98,21,0,-1,3,-0.2,-15,0,1
CC1(C(=O)Nc2ccc3c(c2)OCO3)CCN1Cc1cccc2c1OCO2 (configuration not stated),14,97,0,.,6,2,5.8,-9,-2,-6
CC1C(=O)N(Cc2cn(CC3CCCCC3)nn2)CCS(=O)(=O)N1Cc1ccc(-c2cccc(N(C)C)c2)cc1 (configuration not stated),-7,99,-20,2,1,10,1.5,3,-3,0
Cc1ccc(NC2CCCCC2NS(=O)(=O)c2ccccc2)c(C)c1 (configuration not stated),-11,100,6,8,-7,5,1.8,7,-4,-9
CCCN(CCC)c1ccc(C(O)c2nnc(-c3ccccc3)o2)cc1 (configuration not stated),0,102,-16,16,0,2,-1.0,11,3,3
CCOCCOC(=O)C1=C(C)N(C)C(=O)NC1c1cc(Cl)c(O)c(OC)c1 (configuration not stated),2,107,-11,-4,4,2,0.8,6,1,5
COc1ccc(NC(=O)N(C)C[C@H]2Oc3ccc(NC(=O)CCN4CCOCC4)cc3C(=O)N([C@H](C)CO)C[C@@H]2C)cc1,2,90,-37,4,3,7,2.4,-6,2,12
CCCCNC(=O)c1nn(-c2ccccc2OC)c(=O)c2ccccc12,-1,103,-18,24*,3,0,0.1,26*,1,0
CCN1C(=O)C(C(=O)Nc2ccc(OC)cc2)C2CC1(C)Oc1ccccc12 (configuration not stated),-8,102,-16,-3,4,15,2.3,-25,-4,-6
Cc1oc(-c2ccccc2Cl)nc1CN1CCCN(C(=O)c2ccco2)CC1,6,94,-11,-6,-4,18,0.1,0,-2,3
CC(=O)CCc1oc2c([N+](=O)[O-])cccc2c1-c1ccc(C)o1,-2,105,16,-1,-4,7,-1.1,-4,0,-6
O=C(Nc1ccc(OC(F)(F)F)cc1)c1ccc(S(=O)(=O)N2CCOCC2)o1,-5,101,11,-1,-6,12,4.6,-9,0,-5
CC(C)(C)n1nc2c(c1NC(=O)COc1ccc3ccccc3c1)CS(=O)C2 (configuration not stated),11,95,14,6,10,7,0.3,1,0,-8
CCOC(=O)c1c(NC(=S)NC(C)=O)sc(C)c1C,-6,96,4,-14,-1,11,4.9,3,5,8
CCOc1cc(C(=O)Nc2c(C)ccc3nsnc23)cc(OCC)c1OCC,6,102,10,8,-6,4,-0.8,-6,1,-11
COc1ccc(S(=O)(=O)N(C)Cc2cccs2)cc1Br,-5,97,11,2,0,0,-0.3,-10,-1,0

# Taken from above for reference:
SMILES,H9c2 protect,ABCB6 inh MLPCN,NCOA2 inhibitor,TLR9-MyD88 block,HTR2A ag,MC4R antag cAMP,MC4R barr agon,NOD2-RIPK2 inh,N-glyco inh,ABHD5 PLIN5 PPI
COc1ccc(NC(=O)N(C)C[C@H]2Oc3ccc(NC(=O)CCN4CCOCC4)cc3C(=O)N([C@H](C)CO)C[C@@H]2C)cc1,2,90,-37,4,3,7,2.4,-6,2,12
CCCCNC(=O)c1nn(-c2ccccc2OC)c(=O)c2ccccc12,-1,103,-18,24*,3,0,0.1,26*,1,0
CCN1C(=O)C(C(=O)Nc2ccc(OC)cc2)C2CC1(C)Oc1ccccc12 (configuration not stated),-8,102,-16,-3,4,15,2.3,-25,-4,-6
Cc1oc(-c2ccccc2Cl)nc1CN1CCCN(C(=O)c2ccco2)CC1,6,94,-11,-6,-4,18,0.1,0,-2,3
CC(=O)CCc1oc2c([N+](=O)[O-])cccc2c1-c1ccc(C)o1,-2,105,16,-1,-4,7,-1.1,-4,0,-6

# (list continues)
SMILES,H9c2 protect,ABCB6 inh MLPCN,NCOA2 inhibitor,TLR9-MyD88 block,HTR2A ag,MC4R antag cAMP,MC4R barr agon,NOD2-RIPK2 inh,N-glyco inh,ABHD5 PLIN5 PPI
O=C(Cc1ccccc1)Nc1ccc(N2CCN(Cc3ccccc3F)CC2)cc1,6,91,12,3,-7,2,-0.4,-8,-6,-4
COc1ccc(C(=O)N2CCCCC2c2cc(C(=O)NCc3ccccc3)no2)cc1 (configuration not stated),-4,101,2,.,-4,-4,0.5,-2,-1,0
CC(=O)NCCn1c(SCC(=O)c2ccc(Cl)cc2)nc2ccccc2c1=O,-2,92,-11,-74,-4,5,-1.0,-8,1,1
COc1cc2c(cc1OC)-c1cc(Nc3ccccc3Br)nc(=O)n1CC2,-3,96,-32,-3,-3,-20,-0.8,-13,0,2
Cc1ccc(S(=O)(=O)NCC(=O)NC2CC2)cc1,1,104,-16,-5,0,1,-3.2,1,2,0
O=C(Nc1ccccc1N1CCN(C(=O)c2ccccc2)CC1)c1ccc(Br)o1,24,103,-10,-7,11,23,-0.9,-5,3,-2
COc1ccc(N(C(=O)c2ccco2)C(C(=O)NC2CCCC2)c2ccncc2)cc1OC (configuration not stated),-1,98,-6,-2,-1,4,-0.2,-3,2,4
COCCNC(=O)CSC1=N/C(=C/c2ccc(Cl)c(Cl)c2)C(=O)N1c1ccccc1F,-4,97,10,8,3,6,-1.8,-12,8,5
NNC(=O)c1oc2nc(-c3ccccc3)cc(-c3ccccc3)c2c1N,0,123,3,1,-5,17,3.0,4,6,-29
CC(Oc1ccccc1Cl)C(=O)Nc1ccccc1C(=O)N1CCOCC1 (configuration not stated),8,98,-21,3,3,-2,-2.7,4,-1,3
O=C(Oc1ccc(/C=N/NC(=O)c2ccco2)cc1)c1ccccc1,2,97,-41,5,-3,-5,-2.9,3,0,1
COC(=O)[C@@]1(Cc2ccc(F)cc2)[C@H]2c3cc(C(=O)N4CCCC4)n(Cc4cc(C)n(C)n4)c3C[C@H]2CN1C(=O)c1ccccc1,.,122,-6,.,2,.,.,-3,.,1
O=C(NC(=S)Nc1ccccc1N1CCCC1)c1ccccc1[N+](=O)[O-],-8,99,-9,6,3,8,0.2,6,-1,3
Cc1cc(C(=O)Nc2ccc(C)c(C)c2)n(-c2ccccc2)n1,-3,98,1,5,-3,13,-2.3,1,-2,3
COc1ccc(-c2nc(N)n(C(=O)Cc3ccccc3)n2)cc1,2,105,-16,-20,11,-1,2.6,-1,-13,-6
CCOc1ccc(Br)cc1C(=O)N/N=C/c1ccccn1,23,95,1,1,4,10,-1.0,-6,0,13
Cc1cc(C)c(S(=O)(=O)c2ccccc2)c(N2CCOCC2)n1,-1,100,-18,-1,1,25,-0.8,1,3,2
Cc1cn(-c2cc(C(=O)Nc3ccc(C)c(NC(=O)N4CCNC4=O)c3)cc(C(F)(F)F)c2)cn1,14&10,103&98,17&-9,3&0,-4&14,-1&5,0.1&-0.7,-12&-6,-4&-3,-7&0
COc1ccc(C(c2nnnn2Cc2ccc(F)cc2)N2CCN(c3ccccc3)CC2)cc1 (configuration not stated),-11,103,19,-8,-1,6,-1.0,-6,0,3
COc1ccc(OC)c(S(=O)(=O)NCc2cc(-c3ccccc3)no2)c1,-4,99,-3,-2,-10,18,-4.3,-1,0,-8
O=C(CCN1CCCO1)N1CCCC(N2CCN(c3cccc(C(F)(F)F)c3)CC2)C1 (configuration not stated),-2,97,-1,0,5,2,-2.2,-8,1,6
COc1ccc(Cn2cc([N+](=O)[O-])nc2C)cc1[N+](=O)[O-],9,98,-5,-8,2,-1,-0.5,-4,0,5
CN(C)c1ccc(C(=O)NCC2CCCO2)cc1 (configuration not stated),-6,104,-42,-3,1,12,-0.8,-2,-2,6
COc1ccc(CNC(=O)COc2ccc(C(=O)c3ccc(F)cc3)cc2)cc1,-21,105,11,1,2,-22,-2.4,4,16,0
Cc1c(C(=O)NCc2ccccn2)sc2nc(-c3ccccc3)cn12,36,101,-47,-3,-5,1,-0.6,1,-1,2
COC(=O)c1ccc(NC(=S)N2CCN(Cc3ccc(Cl)cc3)CC2)cc1,-13,97,-31,9,-5,4,0.6,-1,-3,2
COc1ccc(NC2CCCN(C(=O)c3cccnc3SC)C2)cc1OC (configuration not stated),8,89,8,3,2,1,-0.1,-7,1,5
CN(C)C(=O)C#Cc1ccccc1,3,102,-61,3,1,6,0.8,0,-1,3

# NOD2-RIPK2 inh, what is marked active above
structure | ABCB6 inh MLPCN | NCOA2 inhibitor | TLR9-MyD88 block | HTR2A ag | MC4R antag cAMP | MC4R barr agon | NOD2-RIPK2 inh | N-glyco inh | ABHD5 PLIN5 PPI
CCCCNC(=O)c1nn(-c2ccccc2OC)c(=O)c2ccccc12 | 103 | -18 | 24* | 3 | 0 | 0.1 | 26* | 1 | 0

# Quoted from the listing:
# O=C(CCN1CCCO1)N1CCCC(N2CCN(c3cccc(C(F)(F)F)c3)CC2)C1 (configuration not stated) @ HTR2A ag: 5
# COc1ccc(CNC(=O)COc2ccc(C(=O)c3ccc(F)cc3)cc2)cc1 @ HTR2A ag: 2
# COCCNC(=O)CSC1=N/C(=C/c2ccc(Cl)c(Cl)c2)C(=O)N1c1ccccc1F @ HTR2A ag: 3
# O=C(Cc1ccccc1)Nc1ccc(N2CCN(Cc3ccccc3F)CC2)cc1 @ NOD2-RIPK2 inh: -8
# O=C(NC(=S)Nc1ccccc1N1CCCC1)c1ccccc1[N+](=O)[O-] @ MC4R barr agon: 0.2
# COc1ccc(OC)c(S(=O)(=O)NCc2cc(-c3ccccc3)no2)c1 @ NCOA2 inhibitor: -3
